Screens: PubChem BioAssay, Broad Institute
INS-1E GSIS act: GLuc luminescence reporter in INS-1E cells, primary screen for activators of glucose-dependent secretion of insulin; INS-1E GLuc reporter insulin secretion, 2-3 h; AID 743287; actives 0.61% (n = 370,000); activation, % at 16.6 µM;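 active = lowest replicate activation of at least 40%, so every replicate reaches that level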;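 also: 0% = median of neutral control wells and 100% = median of IBMX positive control wells; some compounds called inactive have numbers as strong as hits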
F508del corr: correctors of CFTR F508del function in bronchial epithelial cells | CFBE cells, YFP halide quenching; stimulated with forskolin plus potentiator P3; % fluorescence drop versus neutral controls | activity (quench increase), % at 7.58 µM | actives 0.36% (n = 350,000);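 active = mean added fluorescence quench of at least 8% versus neutral control, with both replicates also reaching 8%; inconclusive = only one of the mean or replicate conditions met; inactive = mean below 8% and not both replicates reaching 8%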;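 also: cells transiently co-express mutant CFTR-F508del with the halide-sensitive YFP; corrector assay measuring rescue of mutant channel to the surface after 24 h compound exposure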
esBAF inh: blocks esBAF chromatin remodeling in mouse ES cells; Bmi1-luciferase knock-in reporter, 24 h; 100% = twice the neutral-well signal; reporter increase, % at 12.5 µM; actives 2% (n = 350,000); AID 602393; in the data active = activation above about 40%; inconclusive = no clear call, values can overlap the other calls;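 also: 0% = median of the plate's neutral control wells and 100% = double that signal; a rise in the Bmi1 reporter signal indicates esBAF inhibition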
ARNT TACC3 PPI: disrupts binding between human ARNT and TACC3; Q9Y6A5; AlphaScreen His-ARNT PAS-B/GST-TACC3 binding, luminescence; TACC3 fragment carries E629A point mutation; inhibition, % at 9.99 µM; actives 0.66% (n = 390,000); AID 623870;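 active = mean inhibition of replicates at least 50% and at least half of replicates each reaching 50%; inconclusive = half or more replicates reach 50% but mean below 50%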;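 also: 0% = complete ARNT plus TACC3 wells and 100% = ARNT alone without TACC3; many hits fall short of the cut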
ERAP1 HTS inh: blocks human ERAP1 aminopeptidase activity | Q9NZ08 | recombinant ERAP1, Leu-AMC fluorescence, 60 min | inhibition, % at 10.7 µM | actives 0.15% (n = 340,000);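 active = mean replicate inhibition of at least 30%, or all replicates individually reaching that 30% level; inactive = mean below 30% and not every replicate reaching it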;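 also: 0% = neutral control wells and 100% = L-leucinethiol positive control wells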
RAD52 anneal inh: inhibitors of human RAD52 DNA annealing; inhibition, % at 18.7 µM; P43351; recombinant RAD52 DNA annealing, FRET fluorescence; actives 0.46% (n = 360,000); AID 651710;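 active = every replicate showing at least 50% inhibition; inconclusive = mean inhibition at least 50% but not in every replicate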
RAD54 inh: RAD54 (human) branch migration inhibition. RAD54 Holliday junction branch migration, FAM/BHQ fluorescence. inhibition, % at 10.4 µM. actives 0.14% (n = 360,000). AID 602329;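 active = mean normalized replicate activity at least 40 and at least half of replicates scoring 40 or more; inconclusive = only one of the two criteria met; inactive = mean below 40 and under half of replicates reaching 40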;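 also: 0% = median of neutral control wells and 100% = median of positive control wells; inhibitors cause a drop in the FAM fluorescence signal; in these data hits start at about 50%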
Target sequence (Q92698 whole entry, looked up): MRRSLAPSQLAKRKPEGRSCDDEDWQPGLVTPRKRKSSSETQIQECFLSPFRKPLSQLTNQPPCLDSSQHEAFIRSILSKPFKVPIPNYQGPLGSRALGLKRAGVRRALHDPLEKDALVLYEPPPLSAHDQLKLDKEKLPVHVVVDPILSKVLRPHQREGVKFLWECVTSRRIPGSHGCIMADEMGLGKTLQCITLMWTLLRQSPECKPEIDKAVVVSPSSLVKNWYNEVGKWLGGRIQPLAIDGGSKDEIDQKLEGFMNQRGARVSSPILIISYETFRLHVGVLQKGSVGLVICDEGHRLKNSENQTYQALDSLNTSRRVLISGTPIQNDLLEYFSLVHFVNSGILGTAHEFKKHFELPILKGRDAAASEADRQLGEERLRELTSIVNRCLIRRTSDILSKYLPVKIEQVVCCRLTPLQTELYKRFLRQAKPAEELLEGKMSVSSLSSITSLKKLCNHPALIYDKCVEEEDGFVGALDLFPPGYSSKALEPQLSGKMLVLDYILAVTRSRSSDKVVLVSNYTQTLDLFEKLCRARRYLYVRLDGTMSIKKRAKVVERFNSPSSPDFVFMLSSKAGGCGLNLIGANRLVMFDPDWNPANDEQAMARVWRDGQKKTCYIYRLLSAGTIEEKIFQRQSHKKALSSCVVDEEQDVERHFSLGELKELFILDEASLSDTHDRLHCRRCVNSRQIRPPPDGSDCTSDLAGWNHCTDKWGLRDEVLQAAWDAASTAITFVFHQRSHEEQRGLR
Xi reactivation: X-chromosome reactivation activator; XiGFP mouse fibroblasts, % GFP-positive cells imaging, 3 d; cells co-treated with 5-aza-dC sensitizer; scaled so ellipticine positive control = 100%; activation, % at 7.58 µM; actives 0.055% (n = 360,000); AID 743238;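 active = mean normalized replicate activation at least 10% and every replicate at or above 10%; inconclusive = only one of the two criteria met; inactive = mean below 10% and not all replicates reach 10%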;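 also: 0% = median of on-plate neutral control wells and 100% = ellipticine 6 µM median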
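Material: SV40-immortalized XiGFP fibroblast cells, line 68-5-11 | Buffer or medium: DMEM containing 5-aza-dC | Dosing: One concentration, pinned | Times: 3 d treatment, 15 min room-temperature fixation | Controls: Ellipticine 6 µM positive control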
* marks the source's active call; other numbers are inactive results; ? = inconclusive; nt = not tested or not shown; + = active, no number; & = joins results of further samples.

Order of results: INS-1E GSIS act	F508del corr	esBAF inh	ARNT TACC3 PPI	ERAP1 HTS inh	RAD52 anneal inh	RAD54 inh	Xi reactivation
1	Cc1ccc2cc3cc(C(=O)NCc4ccco4)oc3nc2c1
 : nt	nt	24	nt	-4	-8	-13	nt
2	C/C=C/c1cnc2c(c1)C(=O)N([C@@H](C)CO)C[C@@H](C)[C@@H](CN(C)S(=O)(=O)c1ccccc1F)O2
 : 4	-0.9	-1	5	0	10	-4	0.2
3	CCOc1ccccc1C1CC(c2ccc(F)cc2)Nc2nc(N)nn21 (centres undefined)
 : 3	-1.0	-4	-7	nt	-7	-12	0.7
4	C=CCN1C(=NC(=O)COc2ccccc2)SC2CS(=O)(=O)CC21 (centres undefined)
 : 2	0.9	-3	1	4	-11	-17	0.9
5	COc1ccc(-c2ccc(C3[C@H]4CNC[C@@H]3N4Cc3nccs3)cc2)cc1 (some centres undefined)
 : 16	2.1	nt	nt	-2	25	nt	0.0
6	O=C(c1cnccn1)N1CC(=O)N2[C@H](C1)[C@@H](c1ccc(-c3ccccc3)cc1)[C@@H]2CO
 : 6	-1.2	nt	nt	1	-7	nt	0.6
7	CN1CCN(C(=S)NC(=O)c2cccc(S(=O)(=O)N(C)C)c2)CC1
 : 5	-1.1	-12	22	-2	-11	4	-0.1
8	Nc1ccc(NC(=O)c2ccc(C(=O)Nc3ccc(N)cc3)cc2)cc1
 : 19	2.1	5	-5	1	-78	2	0.0
9	CC(O)Cc1nsc(NC(=O)c2cccs2)n1 (centres undefined)
 : 6	-1.9	9	-2	4	-9	-4	0.0
10	O=C(NC1CC1)c1cc2ccccc2o1
 : 7	-2.2	nt	0	0	1	-2	-0.1
11	CCOc1ccc(C(=O)NCC(=O)NNC(=O)c2cc(C)oc2C)cc1OCC
 : -2	16*	4	-9	-1	-9	-2	0.0
12	Cc1cccc(CC(=O)NCCS(=O)(=O)N2CCN(c3cccc(Cl)c3)CC2)c1
 : 5	0.5	6	-5	5	2	1	-0.2
13	CCc1cc(C(=O)N2CCN(C(=O)c3ccco3)CC2)sc1C
 : -4	0.0	-2	-14	3	-17	8	0.1
14	O=C1C(=Cc2cn(-c3ccccc3)nc2-c2ccc(OCc3ccccc3)cc2)SC(=S)N1CCS(=O)(=O)O
 : -16	-0.4	-4	nt	1	-53	-9	0.3
15	Cn1nnc2cc(NC(=O)Nc3ccccc3F)ccc21
 : -1	-2.0	22	nt	-2	1	5	0.0

Individual results from the entries so far:
Entry of `CCc1cc(C(=O)N2CCN(C(=O)c3ccco3)CC2)sc1C` under RAD52 anneal inh: -17
Entry of `C/C=C/c1cnc2c(c1)C(=O)N([C@@H](C)CO)C[C@@H](C)[C@@H](CN(C)S(=O)(=O)c1ccccc1F)O2` under RAD52 anneal inh: 10
Entry of `Cc1cccc(CC(=O)NCCS(=O)(=O)N2CCN(c3cccc(Cl)c3)CC2)c1` under INS-1E GSIS act: 5
Entry of `Cc1ccc2cc3cc(C(=O)NCc4ccco4)oc3nc2c1` under RAD54 inh: -13

(list continues)
Order of results: INS-1E GSIS act	F508del corr	esBAF inh	ARNT TACC3 PPI	ERAP1 HTS inh	RAD52 anneal inh	RAD54 inh	Xi reactivation
16	CCC(C)NC(=O)C1c2ccccc2C(=O)N1Cc1ccc(F)cc1 (centres undefined)
 : -2	1.2	-5	-7	0	-11	-8	-0.1
17	CCc1nnc(NC(=O)C2=CCN(S(=O)(=O)c3ccc(F)cc3)CC2)s1
 : 14	0.3	nt	15	1	-7	nt	0.0
18	COc1cc(C(CC(=O)Nc2ccccn2)N2Cc3ccccc3C2=O)cc(OC)c1OC (centres undefined)
 : 11	-2.7	-1	-6	1	-11	1	-0.1
19	COc1ccc(CN(C)C[C@@H]2Oc3ccc(NS(=O)(=O)c4ccc(C)cc4)cc3C(=O)N([C@H](C)CO)C[C@@H]2C)cc1
 : 12	-1.1	0	-10	-5	16	4	-1.0
20	CCOC(=O)CN1CC23C=CC(O2)C(C(=O)NCc2ccccc2OC)C3C1=O (centres undefined)
 : -4	1.0	-7	-1	4	11	3	0.0
21	Cc1ccc(NC(=S)NCc2ccccc2)cc1[N+](=O)[O-]
 : -35	nt	nt	-2	6	-8	nt	0.0
22	Cc1ccccc1-c1cnc2c(c1)C(=O)N([C@@H](C)CO)C[C@@H](C)[C@H](CN(C)C(=O)CN(C)C)O2
 : 23	1.7	3	-5	-2	-7	-7	-0.8
23	CC(C)NS(=O)(=O)c1ccc(OCC(=O)N2CCc3ccccc3C2)cc1
 : 5	0.0	nt	-4	0	-7	nt	0.0
24	C[C@@H]1CN([C@H](C)CO)C(=O)c2cc(Br)cnc2O[C@H]1CN(C)C(=O)Cc1ccncc1
 : 16&1	1.0&-0.2	-2&2	-4	0	-16&-3	-4&3	0.0&-1.0
25	Cc1ccc(NC(=S)N2CCCCC2CO)cc1C (centres undefined)
 : -21	0.5	nt	-6	0	-11	nt	0.0
26	O=C(Nc1nc2ccc(SC(F)F)cc2s1)c1ccc(NS(=O)(=O)c2ccc(F)c(F)c2)cc1
 : nt	?	nt	-3	2	-35	4	0.0
27	O=C(Nc1ccc(C(F)(F)F)cc1)N1C[C@@H]2N[C@H](C1)C2c1ccc(/C=C/c2ccccc2)cc1 (some centres undefined)
 : +	-3.1&-10	nt	nt	2&0	65*	nt	0.0&0.0
28	CCN(CC)S(=O)(=O)c1ccc(-c2csc(C)n2)cc1
 : 15	-0.6	nt	-14	3	-21	nt	-0.1
29	Cc1nc(C(C)NC(=O)c2ccc(OC3CCN(Cc4ccccn4)CC3)cc2)c(C)s1 (centres undefined)
 : 19	-0.3	2	4	-1	-38	-7	0.1
30	COc1ccc2nc(SCc3cnc(C)nc3N)[nH]c2c1
 : 16	-1.6	4	0	0	-5	1	nt
31	CC1=C(C(=O)OC(C)C)C(c2ccc3c(c2)OCO3)NC(=O)N1 (centres undefined)
 : 11	-2.7	1	0	-7	7	1	0.0
32	CCOc1ccc(-c2cc(CCCC(=O)N3CCN(c4ccc(OC)cc4)CC3)no2)cc1
 : -13	0.8	-10	-9	-1	-9	3	0.1
33	O=C(Nc1cccc(F)c1)N1CC(=O)N2[C@H](CO)[C@H](c3ccc(C#CC4CC4)cc3)[C@@H]2C1
 : -2	1.9	nt	nt	-1	-13	nt	0.1
34	Nc1nc(SCc2c(Cl)cccc2Cl)n[nH]1
 : 1	nt	3	-7	nt	nt	3	nt
35	O=C(c1ccc(S(=O)(=O)N2CCC(c3nc4ccccc4[nH]3)CC2)cc1)N1CCOCC1
 : 6	nt	-6	-6	nt	nt	8	nt
36	Cc1ccc2nc(-c3ccc(Cl)cc3)c(Cc3cccc(Cl)c3)n2c1
 : 14	1.2	nt	nt	-1	-126	nt	-0.1
37	COCC(=O)Nc1ccc2c(c1)[C@H]1C[C@@H](CC(=O)N3CCN(C)CC3)O[C@H](CO)[C@H]1O2
 : 3	0.5	0	-5	nt	nt	-9	-0.1
38	COc1ccccc1C#Cc1cnc2c(c1)C(=O)N([C@@H](C)CO)C[C@H](C)[C@H](CN(C)S(=O)(=O)c1cn(C)cn1)O2
 : -6	3.9	0	-8	1	17	-1	0.6
39	CCN(CC(=O)Nc1c(F)cccc1F)C(=O)c1cc([N+](=O)[O-])ccc1N1CCCCC1
 : -3	-2.8	13	3	0	-19	-1	-0.1
40	O=C(CN1C(=O)S/C(=C\c2cccs2)C1=O)Nc1ccc(O)cc1C(=O)O
 : 5	3.3	-3	32	0	-4	-3	0.2
41	COc1ccccc1N1CCN(C(=O)C(=O)c2cn(CC(=O)N3CCCC3)c3ccccc23)CC1
 : -10	0.1	3	1	3	-20	1	-0.1
42	C[C@@H](O)C#Cc1cnc2c(c1)C(=O)N([C@@H](C)CO)C[C@H](C)[C@H](CN(C)C(=O)c1ccncc1)O2
 : 23	-2.9	-3	-3	-3	8	9	-0.1
43	O=C(Nc1ccccc1)OC1CCS(=O)(=O)C1 (centres undefined)
 : 0	-3.3	nt	-4	2	-14	nt	1.0
44	CO[C@H]1CN(C)C(=O)c2cc(NS(C)(=O)=O)ccc2OC[C@@H](C)N(C(=O)NC(C)C)C[C@@H]1C
 : 9	0.5	-2	-3	nt	nt	-17	0.1
45	CCN(CC)CCCNC(=O)c1oc2ccc3c(c2c1C)C(O)CC(C)(C)O3 (centres undefined)
 : 6	0.3	-4	-13	2	-13	1	0.3

The final three entries of the part above are carried over, then new ones follow:
Order of results: INS-1E GSIS act	F508del corr	esBAF inh	ARNT TACC3 PPI	ERAP1 HTS inh	RAD52 anneal inh	RAD54 inh	Xi reactivation
43	O=C(Nc1ccccc1)OC1CCS(=O)(=O)C1 (centres undefined)
 : 0	-3.3	nt	-4	2	-14	nt	1.0
44	CO[C@H]1CN(C)C(=O)c2cc(NS(C)(=O)=O)ccc2OC[C@@H](C)N(C(=O)NC(C)C)C[C@@H]1C
 : 9	0.5	-2	-3	nt	nt	-17	0.1
45	CCN(CC)CCCNC(=O)c1oc2ccc3c(c2c1C)C(O)CC(C)(C)O3 (centres undefined)
 : 6	0.3	-4	-13	2	-13	1	0.3
46	CCCP(=O)(CCC)CCP(=O)(c1ccccc1)c1ccccc1
 : nt	2.8	nt	-2	-2	-2	nt	0.1
47	COc1cc2oc(=O)cc(CN3CCN(c4ccc(Cl)c(Cl)c4)CC3)c2cc1Cl
 : 3	3.1	-4	nt	-1	-24	8	-0.1
48	COc1ccc(CC(=O)OCC(=O)N2CCCC(C)C2)cc1 (centres undefined)
 : 2	0.6	2	9	-4	-9	17	0.1
49	O=C(C[C@H]1CC[C@H](NC(=O)CCN2CCCCC2)[C@H](CO)O1)Nc1ccccc1
 : 17	1.2	nt	nt	0	-6	nt	1.1
50	O=C(NC1CCCCC1)c1ccc2c(c1)S(=O)(=O)c1ccccc1C2=O
 : 13	3.8	17	0	nt	nt	-3	0.0
51	O=C(C[C@@H]1CC[C@@H]2[C@H](COC[C@@H](O)CN2C(=O)c2ccncc2)O1)NCc1ccc(-c2ccccc2)cc1
 : 3	1.0	-2	-23	-2	4	-3	0.2
52	Cc1cc2nsnc2c(S(=O)(=O)N2CCN(C)CC2)c1C
 : 10	1.2	-1	nt	-3	0	3	0.0
53	CCOC(=O)c1[nH]c(C)c(C(=O)OCC(=O)NC2CCS(=O)(=O)C2)c1C (centres undefined)
 : 12	5.3	-4	-1	-3	-15	-7	6.2
54	CCCCNC(=O)C1(C)CCCCN1C(=O)c1c(F)ccc(C)c1F (centres undefined)
 : -6	5.4	-5	nt	-2	-10	-7	0.8
